High-throughput results deposited in PubChem by National Center for Advancing Translational Sciences (NCATS).
MmCpn inh: inhibitors of Methanococcus maripaludis chaperonin (MmCpn); purified Mm-Cpn ATPase, ADP Transcreener TR-FRET; Potency, µM (titrated, usually from 76.9 µM), without a hit: at the top dose activity, negative = inhibition, hits mostly inhibitors; 330,000 compounds, 0.031% hits; further: potency means the concentration at half of the fitted maximal effect; on the % scale 0 is the no-effect control and ±100 the full control effect; nearly all actives have a fitted effect of over 80% in size
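Inhibition of chaperonin ATP hydrolysis is measured as reduced ADP production, detected by competitive TR-FRET in which signal falls with ADP. Final enzyme 25 nM and ATP 10 uM, reacted 30 min at 37°C.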
PI5P4K alpha inh: inhibitors of human PI5P4K alpha; P48426; PI5P4Kalpha enzyme, ADP-Glo luminescence, 60 min; hits give low values; 330,000 compounds, 1.2% hits; max response, %; active means max response of -50% or lower; inconclusive means between -30% and -50%; inactive means -30% or higher; further: value at the top dose of about 77 µM; on the % scale 0 is the no-effect control and ±100 the full control effect
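qHTS, 1536-well: enzyme/substrate mix, compound by pin tool, 5 microM ATP final; RT 60 min; ADP-Glo reagents 1 (45 min) then 2 (30 min); luminescence.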
EPAC2 antagonist: blocks human EPAC2 exchange factor; EPAC2 GEF exchange of Rap1B-BODIPY-GDP, fluorescence; Potency, µM (series often up to 114 µM), for the others: top-dose activity, negative = inhibition, most hits filed as inhibitors; 360,000 compounds, 0.18% hits; Q8WZA2; further: potency means the concentration at half of the fitted maximal effect; on the % scale 0 is the no-effect control and ±100 the full control effect; nearly all actives have a fitted effect of over 45% in size; many of its hits are not listed in these tables
PLK1 PBD inh: inhibitors of human PLK1 polo-box domain binding | P53350 | Plk1 PBD binding of FITC phosphopeptide, fluorescence polarization | Potency, µM, without a hit: max response, negative = inhibition, usual class: inhibitors | 360,000 compounds, 2.8% hits | AID 720504; further: potency means the concentration at half of the fitted maximal effect; series mostly up to about 57 µM; on the % scale 0 is the no-effect control and ±100 the full control effect; nearly all actives have a fitted effect of over 65% in size
WRN helicase inh: inhibitors of human WRN helicase | WRN helicase unwinding, fluorescent forked duplex, kinetic | AID 651768 | Potency, µM (highest dose often 114 µM), for inactives: at the highest dose activity change, negative = inhibition, actives largely listed as inhibitors | 360,000 compounds, 0.46% hits | Q14191; further: potency means the concentration at half of the fitted maximal effect; on the % scale 0 is the no-effect control and ±100 the full control effect; nearly all actives have a fitted effect of over 55% in size
Target sequence (Q14191 whole entry, looked up): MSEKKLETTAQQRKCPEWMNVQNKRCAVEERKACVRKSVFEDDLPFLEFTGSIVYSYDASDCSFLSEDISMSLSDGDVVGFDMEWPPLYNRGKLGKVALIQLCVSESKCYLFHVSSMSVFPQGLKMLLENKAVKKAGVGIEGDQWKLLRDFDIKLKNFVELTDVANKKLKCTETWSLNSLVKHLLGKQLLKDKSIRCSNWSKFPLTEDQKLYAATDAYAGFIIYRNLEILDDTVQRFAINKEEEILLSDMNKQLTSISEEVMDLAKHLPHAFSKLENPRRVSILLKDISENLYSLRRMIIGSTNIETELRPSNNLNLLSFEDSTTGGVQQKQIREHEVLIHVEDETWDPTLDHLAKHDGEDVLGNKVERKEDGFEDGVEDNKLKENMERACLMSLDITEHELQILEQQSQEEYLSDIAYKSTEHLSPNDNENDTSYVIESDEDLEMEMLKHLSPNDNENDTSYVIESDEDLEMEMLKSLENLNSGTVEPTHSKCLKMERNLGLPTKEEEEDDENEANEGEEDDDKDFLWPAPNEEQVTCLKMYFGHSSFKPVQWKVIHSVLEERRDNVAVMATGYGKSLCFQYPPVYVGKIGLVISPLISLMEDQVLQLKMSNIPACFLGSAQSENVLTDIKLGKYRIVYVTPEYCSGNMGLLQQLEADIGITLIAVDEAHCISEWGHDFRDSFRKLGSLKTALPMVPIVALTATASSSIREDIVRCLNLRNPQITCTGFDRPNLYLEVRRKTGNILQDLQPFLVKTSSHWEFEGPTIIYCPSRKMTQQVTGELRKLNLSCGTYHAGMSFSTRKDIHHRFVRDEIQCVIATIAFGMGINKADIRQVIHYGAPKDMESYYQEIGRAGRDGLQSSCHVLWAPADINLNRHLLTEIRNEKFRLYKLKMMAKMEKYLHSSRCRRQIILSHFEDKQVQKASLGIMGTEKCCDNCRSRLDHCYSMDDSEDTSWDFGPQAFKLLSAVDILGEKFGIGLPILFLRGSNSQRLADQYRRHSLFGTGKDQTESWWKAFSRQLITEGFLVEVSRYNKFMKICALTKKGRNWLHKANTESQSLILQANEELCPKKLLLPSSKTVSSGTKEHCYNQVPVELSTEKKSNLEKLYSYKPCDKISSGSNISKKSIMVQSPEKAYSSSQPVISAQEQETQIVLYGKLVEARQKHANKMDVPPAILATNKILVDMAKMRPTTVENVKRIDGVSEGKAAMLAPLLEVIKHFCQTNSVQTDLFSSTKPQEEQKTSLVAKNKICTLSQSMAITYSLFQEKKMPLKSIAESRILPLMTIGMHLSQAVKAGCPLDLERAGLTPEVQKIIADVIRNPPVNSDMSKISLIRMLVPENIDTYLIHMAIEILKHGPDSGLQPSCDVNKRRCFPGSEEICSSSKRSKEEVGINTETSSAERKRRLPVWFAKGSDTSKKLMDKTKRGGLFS
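WRN at 20 nM final was preincubated with compound for 15 min at room temperature; reaction started with 100 nM forked duplex oligonucleotide carrying fluorophore and quencher plus 2 mM ATP (final). Unwinding followed kinetically by red fluorescence (ex 525/em 598 nm).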
CCT chaperon mod: changes cytosolic chaperonin activity | purified chaperonin ATPase assay, HTRF ADP detection, 30 min | activity change, % (no concentration beside the values), hits read low | 360,000 compounds, 0.3% hits | AID 651819; in the data active means activity change below about -30%; further: on the % scale 0 is the no-effect control and ±100 the full control effect
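ATPase activity: ADP formed was measured by HTRF Transcreener (665/615 nm ratio) after 30 min at 37 deg C with 10 uM ATP. Compounds screened at one 76 uM concentration against 40 or 20 nM TRiC in Tris pH 7.4/KCl/MgCl2/DTT buffer.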
EPAC1 antag: blocks human EPAC1 exchange factor | O95398 | EPAC1 GEF assay, Rap1b-BODIPY-GDP exchange fluorescence | Potency, µM (doses to about 115 µM), for the others: top-dose activity change, negative = inhibition, most hits filed as inhibitors | 360,000 compounds, 0.14% hits;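 further: potency means the concentration at half of the fitted maximal effect; plate controls were vehicle for no effect and positive control for full effect; nearly all actives have a fitted effect of over 50% in size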
EPAC1 agonist: agonists of human EPAC1; Potency, µM (top dose mostly 154 µM), inactives show at the highest dose activation, most hits filed as activators; 360,000 compounds, 0.073% hits; O95398; EPAC1 agonist qHTS, biochemical assay; response scale: 100% = response to 6.5 mM cAMP; further: potency means the concentration at half of the fitted maximal effect; nearly all actives have a fitted effect of over 60% in size
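Normalized to 6.5 mM cAMP, activity reflects EPAC1-catalysed release of BODIPY-GDP from Rap1B, followed kinetically over 30 min at 480 nm excitation, 540 nm emission. Reaction contained 100 nM EPAC1, 250 nM Rap1B-BODIPY-GDP, 50 uM GDP.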
Active calls of the source: *; ? = inconclusive; / = no result given; [ ] = another dose, or the depositor's remark. Unless noted, the call rests on the fitted dose curve; in most records, active means well fitted curve in the direction sought with a large enough effect; inconclusive means small, poorly fitted or top-dose-only effect, or another doubt; inactive means no such curve, though single readings can be large; an effect the other way counts as inactive or inconclusive. These rows are one share of the data. The share of hits here may be higher or lower than overall.

cpd | Compound | MmCpn inh | PI5P4K alpha inh | EPAC2 antagonist | PLK1 PBD inh | WRN helicase inh | CCT chaperon mod | EPAC1 antag | EPAC1 agonist
1 | O=C(N/N=C/c1cc2c3c(c1O)CCCN3CCC2)c1ccccc1O | -6% | -14 | -6% | -10% | ? | -4.9 | 14% | 1%
2 | Cc1ccc(C(=O)NC(=S)Nc2ccc(-c3ccc(CO)o3)cc2)cc1 | ? | ? | 1% | ? | -29% | -1.8 | 8% | 12%
3 | O=C(Nc1ccc(Br)cc1)c1cccnc1N1CCOCC1 | 3% | 1 | 4% | -1% | 6% | -2.2 | 11% | -6%
4 | COC(=O)c1ccc(CNC(=O)C(NC(=O)c2ccco2)C(C)C)cc1 (centres undefined) | 0% | 1 | 5% | -4% | 1% | -3.6 | 2% | 2%
5 | O=C(Nc1ccc(-c2nc3cc(Cl)ccc3o2)cc1)C1CCCO1 (centres undefined) | 0% | / | -1% | -9% | -5% | -2.4 | -9% | 3%
6 | COCCOC(=O)c1c(NC(=O)CSc2cccc[n+]2[O-])sc(C(N)=O)c1C | 1% | 2 | -5% | -6% | -7% | 3.4 | -22% | 0%
7 | C=CCNC(=O)c1cc(Cl)ccc1Cl | 3% | -6 | -1% | -2% | -6% | 0.5 | -9% | -3%
8 | Cc1ccc(NC(=O)NN2CCN(C)CC2)cc1C | -1% | -2 | 2% | 1% | 1% | 0.2 | 14% | -2%
9 | CCOc1ccc(NS(=O)(=O)c2cc(NC(=O)C3CC3)ccc2C)cc1Br | 0% | 0 | -13% | 6% | -15% | 0.5 | -15% | -5%
10 | CCN(CC)S(=O)(=O)c1ccc(N2CC(C(=O)NC3(C)CCS(=O)(=O)C3)CC2=O)cc1 (centres undefined) | -1% | -10 | -5% | -6% | -4% | -0.8 | -3% | 5%
11 | O=C(NCc1ccccc1)c1cc(C2CCCCN2C(=O)OCCF)on1 (centres undefined) | / | 0 | -11% | -14% | 0% | -1.0 | 7% | -7%
12 | O=C(OCC(=O)N1CCc2ccccc21)c1ccccc1[N+](=O)[O-] | -1% | -9 | 4% | -5% | 4% | 0.6 | 4% | 7%
13 | CC(Sc1ccccc1)C(=O)Nc1ccccc1C(=O)N1CCOCC1 (centres undefined) | -1% | 4 | -10%[57.1 µM] | -8% | 1% | 0.3 | 13% | -5%
14 | Cc1nn2c(N)c(-c3ccccc3)cnc2c1-c1ccc(Cl)cc1 | -10% | 38 | -4% | 1% | -4% | 1.9 | -24% | -13%
15 | COc1ccc(N(CC(=O)N2CCCCCC2)S(=O)(=O)c2c(C)[nH]c(=O)[nH]c2=O)cc1 | -3% | -2 | 17% | 2% | -1% | -0.9 | 17% | -11%
16 | O=C(CSCc1ccc(Cl)cc1)Nc1ccc(Br)cc1C(=O)O | 0% | -9 | -26% | -22% | -13% | -0.6 | -3% | 4%
17 | C[C@@H]1C(=O)N(c2ccccc2)[C@@H]1c1ccncc1 | 1% | 2 | -9% | -2% | -1% | 1.4 | 6% | -17%
18 | O=C(NCC(=O)c1ccccc1)OCc1ccc([N+](=O)[O-])cc1 | 0% | -3 | 3% | 3% | 13% | 1.2 | 7% | -11%
19 | COc1ccc(OCc2cc(C(=O)N3CCC(OC)CC3)no2)c2ccccc12 | 1% | -5 | -11% | -3% | -4% | 0.4 | 2% | 3%
20 | CN(C)Cc1cn(CCC(=O)O)c2ccccc12 | / | 0 | 8% | -5% | 6% | -0.1 | 3% | -3%
21 | CCC(CC)C(=O)N(CCc1ccc(OC)cc1)Cc1nc2ccccc2c(=O)[nH]1 | -6% | / | -1% | -2% | -7% | 1.7 | -2% | 5%
22 | S=c1[nH]nc(-c2ccc3ccccc3n2)n1Cc1ccccc1 | -2% | 3 | -1% | -16% | -8% | -0.8 | 9% | -6%
23 | C=CCn1c(SCC(=O)Nc2ccc3c(c2)OCO3)nnc1-c1cc(Br)ccc1O | / | 0 | -8% | -1% | ? | 0.5 | 0% | 3%
24 | CC(=O)c1ccc(N2CCN(C(=O)CN3C(=O)NC4(CCCCC4)C3=O)CC2)c(F)c1 | 1% | 7 | 5% | 3% | 4% | -3.2 | 10% | -4%
25 | COc1ccc(-c2nc(NC(=O)c3nc4nccc(C)n4n3)sc2C)cc1 | -1% | 2 | 3% | -21% | 0% | -3.9 | -11% | -6%
26 | On1c(-c2ccc(Cl)cc2Cl)nc2ncccc21 | 0% | -2 | 5% | -8% | 11% | 0.8 | -19% | 12%
27 | CCC(=O)Oc1ccc(-c2cnc3ccccc3n2)cc1 | 0% | / | -1% | -6% | -14% | -0.5 | -1% | 6%
28 | S=c1nc(-c2ccccc2)[nH]c2ccc(Br)cc12 | -9% | 3 | -7% | ? | -12% | -0.6 | -15% | 3%
29 | O=[N+]([O-])c1ccc(-n2nnnc2CN2CCCCC2)cc1 | 2% | 1 | 0% | -3% | 4% | 1.6 | -1% | 2%
30 | Oc1ccc(C2=NNC(c3ccc(O)cc3)=NN2)cc1 | 0% | 0 | 14% | -8% | -1% | -4.0 | -21% | 3%

cpd | Compound | MmCpn inh | PI5P4K alpha inh | EPAC2 antagonist | PLK1 PBD inh | WRN helicase inh | CCT chaperon mod | EPAC1 antag | EPAC1 agonist
31 | Cc1ccc(NC(=S)NNC(=O)c2c([N+](=O)[O-])c(C)nn2C)cc1 | 3% | / | 16% | 0% | -8% | 0.7 | 19% | 2%
32 | Cc1ccc(/C=C2\CCCC3=C2NC(=S)NC3c2ccc(C)cc2)cc1 (centres undefined) | -1% | -1 | -17% | ? | 12% | -0.3 | ? | 10%
33 | O=C(CSc1nc2ccccc2o1)Nc1nncs1 | 2% | -1 | 3% | -12% | -10% | -2.3 | 8% | 3%
34 | CCCc1ncc(C(O)(c2ccccc2)c2ccccc2)n1C | -2% | 2 | 0% | -6% | 3% | 1.4 | 5% | -1%
35 | CC(C)CC(=O)NNC(=S)Nc1ccc(S(N)(=O)=O)cc1 | 2% | -6 | -3% | 24µM* | -8% | -1.6 | 19% | 10%
36 | Cc1occc1-c1nnc(SCC(=O)c2ccc(Cl)cc2)n1C | 0% | -16 | 2% | -17% | 3%[57.1 µM] | -1.8 | -3% | -1%
37 | FC(F)(F)Oc1ccccc1C(c1nnnn1C1CCCC1)N1CCN(C/C=C/c2ccccc2)CC1 (centres undefined) | / | 0 | -6% | -5% | 1% | 0.5 | -3% | -5%
38 | O=C(COC(=O)CCC1CCCC1)Nc1ccc(Cl)cn1 | -1% | / | 0% | 0% | -9% | 0.6 | -9% | 6%
39 | CC(C)(C)NS(=O)(=O)c1ccc(CCC(=O)N2CCCCC2)cc1 | 1% | -3 | -3% | -9% | 3% | -0.9 | 1% | 10%
40 | CCN(CC)S(=O)(=O)c1ccc(OC)c(NC(=O)c2ccc3c(c2)OCO3)c1 | 1% | 2 | -18% | -7% | 6%[57.1 µM] | -1.6 | -9% | 14%
41 | O=C(CCC(=O)N/N=C/c1cc(Cl)cc(Cl)c1O)NCc1ccccc1 | 1% | -16 | -6% | 9.5µM* | ? | -4.2 | -7% | -11%
42 | CC1(C)C(=S)N(Cc2ccccc2)c2ccccc21 | -1% | 7 | -7% | -4% | -2% | -0.3 | -11% | -1%
43 | O=C(O)CCC(=O)Nc1ccc(N2CCCCCC2)cc1 | -3% | -1 | -13% | -7% | -16% | -0.2 | -23% | -5%
44 | Cc1cc(SCC(=O)OCC(=O)NCc2ccc3c(c2)OCO3)c(C)cc1Br | -1% | 11 | -8% | -8% | -8% | -2.4 | -28% | 15%
45 | COc1cccc(NC(=O)C(Sc2nnnn2C)c2ccccc2)c1 (centres undefined) | 1% | -5 | -7% | 7% | 1% | -2.7 | -4% | 3%
46 | CCC(C)NC(=O)N[C@@H](Cc1ccccc1)C(=O)O (some centres undefined) | 0% | -9 | 19% | -7% | 9% | -1.0 | 12% | -1%
47 | COCCNC(=O)C1(C)CCCN(C(=O)c2cc(C)oc2C)C1 (centres undefined) | / | -2 | 15% | 1% | -8% | -0.4 | 4% | -3%
48 | CSc1cccc(NC(=O)Nc2ccccc2C(N)=O)c1 | -1% | 6 | 6% | -14% | -1% | -1.7 | -9% | 9%
49 | CC(=O)N1c2ccc(S(=O)(=O)N3CCC(C(=O)N4CCN(c5ccccc5)CC4)CC3)cc2CC1C (centres undefined) | 0% | 0 | 2% | -7% | -5% | -2.6 | -13% | 1%
50 | CCc1nc2c(OCc3cccc(Cl)c3)cccn2c1N(C)C(=O)CC(C)C | / | 1 | ? | -4% | -7% | -2.4 | -27% | -11%
51 | c1cnc(N2CCN(c3nc4ccccc4n4cnnc34)CC2)nc1 | -1% | / | -11% | -10% | -18% | 0.2 | -13% | 3%
52 | O=C(CN1CCN(C(=O)c2ccco2)CC1)Nc1ccccc1-c1ccccc1 | 2% | -1 | 0% | -10% | -3% | -1.7 | 7% | -6%

Part of the list above, field by field:
(36) Cc1occc1-c1nnc(SCC(=O)c2ccc(Cl)cc2)n1C
  MmCpn inh: 0%; PI5P4K alpha inh: -16; EPAC2 antagonist: 2%; PLK1 PBD inh: -17%; WRN helicase inh: 3%[57.1 µM]; CCT chaperon mod: -1.8; EPAC1 antag: -3%; EPAC1 agonist: -1%
(37) FC(F)(F)Oc1ccccc1C(c1nnnn1C1CCCC1)N1CCN(C/C=C/c2ccccc2)CC1 (centres undefined)
  MmCpn inh: /; PI5P4K alpha inh: 0; EPAC2 antagonist: -6%; PLK1 PBD inh: -5%; WRN helicase inh: 1%; CCT chaperon mod: 0.5; EPAC1 antag: -3%; EPAC1 agonist: -5%
(38) O=C(COC(=O)CCC1CCCC1)Nc1ccc(Cl)cn1
  MmCpn inh: -1%; PI5P4K alpha inh: /; EPAC2 antagonist: 0%; PLK1 PBD inh: 0%; WRN helicase inh: -9%; CCT chaperon mod: 0.6; EPAC1 antag: -9%; EPAC1 agonist: 6%
(39) CC(C)(C)NS(=O)(=O)c1ccc(CCC(=O)N2CCCCC2)cc1
  MmCpn inh: 1%; PI5P4K alpha inh: -3; EPAC2 antagonist: -3%; PLK1 PBD inh: -9%; WRN helicase inh: 3%; CCT chaperon mod: -0.9; EPAC1 antag: 1%; EPAC1 agonist: 10%
